From PubChem
Shn3 3UTR inh – reduction of Shn3 3'UTR firefly luciferase signal, primary screen, Schnurri-3 inhibitor project, cell-based, Clone20 osteoblasts, set 2. Clone20 osteoblast Shn3 3'UTR firefly luciferase, 24 h. inhibition, % at 12.5 µM. actives 0.52% (n = 360,000). AID 588674, 2011;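 active = mean inhibition of at least 75% with every replicate also reaching 75%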;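 also: 0% = median of neutral control wells and 100% = pilot-screen positive control compound; some compounds past the cut are filed as inactive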
hiPSC survival – enhancers of single-cell hiPSC survival, primary screen, ATPlite luminescence. 100% = ROCK inhibitor wells, 0% = DMSO. survival enhancement, % at 20 µM. actives 0.044% (n = 360,000). AID 602274, 2012; in the data active = survival enhancement above about 18%;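 also: cells exposed to compounds for 16 hours before the ATP read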
KKLEB cytotox – cytotoxicity in KKLEB CF airway cells, primary screen, cytotoxicity control for CF NF-kB inhibitor project, cell-based, uHTS, fluorescence assay plates; KKLEB CF airway cells viability, ATPlite luminescence, overnight; hits give low values; cells stimulated with P. aeruginosa culture filtrate; activity change (cytotoxicity), % at 5 µM; actives 0.36% (n = 360,000);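 active = corrected activity change at or below -50% at 5 µM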
NR2E3 ag-1 – inhibitors of NR2E3-RetCOR corepressor binding, primary screen, NR2E3 agonist project, biochemical, TR-FRET, GST-NR2E3, biotin-RetCOR; inhibition of corepressor binding, % at 4.78 µM; Photoreceptor-specific nuclear receptor (Homo sapiens), Q9Y5X4; actives 0.12% (n = 320,000); AID 2300, 2010; 1536-well;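 active = percent inhibition above the cutoff of mean plus 3 SD of all tested compounds, set per screening campaign, cut at about 20% in these data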;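 also: 0% = DMSO wells and 100% = biotin wells as full block of FRET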
Target sequence (Q9Y5X4 whole entry, looked up): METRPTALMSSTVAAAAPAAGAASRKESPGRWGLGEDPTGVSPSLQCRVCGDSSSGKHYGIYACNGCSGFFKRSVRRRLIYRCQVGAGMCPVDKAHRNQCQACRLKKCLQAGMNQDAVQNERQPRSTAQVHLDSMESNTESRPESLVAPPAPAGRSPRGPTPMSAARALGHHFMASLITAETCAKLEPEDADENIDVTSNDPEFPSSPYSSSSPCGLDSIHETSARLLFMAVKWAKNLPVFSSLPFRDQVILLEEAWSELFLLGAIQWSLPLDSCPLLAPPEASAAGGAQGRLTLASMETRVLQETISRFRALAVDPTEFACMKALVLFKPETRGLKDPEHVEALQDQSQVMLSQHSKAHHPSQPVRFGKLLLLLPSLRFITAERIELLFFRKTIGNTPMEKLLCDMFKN
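System: GST-NR2E3 and biotin-RetCOR proteins; probe or stimulus: 7 nM biotin-RetCOR; doses: compound at 4.8 µM, single dose; schedule: Compound–protein incubation for 5 h at 4 °C; detection: time-resolved FRET; read-out: percent inhibition; controls: biotin wells as high control, 0.6% DMSO wells as low control; format: 1536-well plates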
NR2E3 ag-2 – NR2E3 agonists in two-hybrid cells, primary screen, cell-based, luminescence, CHO-S, Gal4-NCOR/VP16-NR2E3; Photoreceptor-specific nuclear receptor (Homo sapiens), Q9Y5X4; luciferase; inhibition of corepressor binding, % at 3.98 µM; actives 0.35% (n = 360,000); AID 602229, 2012;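 active = inhibition above the mean of all tested compounds plus 3 SD, cut at about 70% in these data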;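 also: 0% = DMSO with NR2E3 transfected cells and 100% = cells lacking NR2E3 construct; higher means lower luciferase signal from less NR2E3 corepressor binding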
aDG glyco act – activators of alpha-DG glycosylation, primary screen, uHTS, Pro5-aDG cells, AlphaScreen; activation, % at 10 µM; alpha-DG glycosylation AlphaScreen (IIH6); 0% Pro5, 100% B10-LARGE cell signal; actives 0.22% (n = 360,000); AID 624168, 2012;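 active = activation of at least 8% versus controls, or a plate z-score of at least 8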;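 also: Pro5 are CHO cells carrying HIG-tagged alpha-DG that lacks glycosylation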
Peg3 promoter – Peg3 promoter-driven luciferase inhibitors, primary screen, cell-based, HeLa, luciferase luminescence | inhibition, % at 20 µM | actives 1.7% (n = 360,000) | HeLa PEG-Prom luciferase reporter, overnight;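 active = inhibition of at least 50% at 20 µM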
TWEAK Fn14 block – inhibitors of TWEAK-Fn14 signaling, primary screen, luciferase reporter cells, uHTS | actives 2% (n = 360,000) | inhibition, % at 10 µM | AID 1159606, 2016 | TWEAK-stimulated Fn14 reporter cells, luciferase luminescence, 8 h; in the data active = inhibition above about 50%
MITF TRPM1 inh – inhibitors of MITF-dependent TRPM1 promoter reporter, primary screen, cell-based, SK-MEL-5, single point, luciferase; AID 488899, 2010; SK-MEL-5 TRPM1 promoter luciferase, 24 h; actives 0.83% (n = 330,000); inhibition, % at 12.5 µM;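 active = mean inhibition across replicates of 60% or more, whatever share of single replicates reaches that level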; also: values of inactives mirror those of a sister screen read the other way
CF NFkB inh – inhibitors of PAF-induced NF-kB signaling, primary screen, cell-based, GFP fluorescence, uHTS; inhibition, % at 5 µM; KKLEB NF-kB-GFP reporter, GFP fluorescence overnight; AID 588850, 2011; actives 0.86% (n = 360,000);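 active = at least 50% inhibition at 5 µM, scaled per plate between neutral and stimulator controls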;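 also: PAF is a Pseudomonas aeruginosa culture filtrate used as stimulus; plate controls were PAF-stimulated DMSO wells for no effect and unstimulated DMSO wells for full effect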
HIF-2a block – HIF-2a reporter inhibitors, primary screen, luminescence, 786-0 RCC cells | inhibition, % at 18.8 µM | AID 624352, 2012 | 786-0 RCC cells HIF-2a reporter, luciferase luminescence, overnight | actives 0.72% (n = 360,000);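 active = inhibition of the luminescence signal of 40% or more relative to plate controls, in a single-dose primary screen at 18.75 µM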
* marks the source's active call; other numbers are inactive results; . = no result given.

molecule	aDG glyco act	TWEAK Fn14 block	hiPSC survival	Peg3 promoter	Shn3 3UTR inh	MITF TRPM1 inh	CF NFkB inh	NR2E3 ag-1	HIF-2a block	NR2E3 ag-2	KKLEB cytotox
Cc1ccc(CNC(=O)C2CC(=O)N(C3CCCCCC3)C2)cc1 (stereo not drawn)	-0.3	7	0.1	5	2	-2	-10	-2	12	2	7
O=C(N/C(=C\c1ccccc1)C(=O)N1CCOCC1)c1ccccc1Cl	0.1	-4	-0.2	16	11	5	-1	5	11	-10	1
O=C(c1ccc(NS(=O)(=O)c2cccc([N+](=O)[O-])c2)cc1)N1CCCCCC1	0.3	-1	-0.3	18	3	6	14	-3	10	25	1
CC(C)[C@@H]1CN=C(N)N1C[C@@H]1CCCN1C[C@H](C)N1C[C@@H](Cc2ccccc2)N(CCc2ccc(Cl)c(Cl)c2)C1=N	-0.1	7	-1.2	-3	6	-2	5	.	-5	0	8
Cc1ccc2oc(-c3ccc(C)c(NC(=O)Cc4cccs4)c3)nc2c1	0.6	-9	0.8	-82	-21	-39	-2	-1	-31	-49	3
Cc1cc(=O)[nH]c(SCC(=O)c2ccccc2)c1C#N	-0.2	-1	4.0	17	6	0	-13	-4	-16	0	5
Clc1ccc2c(-c3ccccc3)nc(-c3cccs3)nc2c1	0.0	-32	-0.6	.	.	.	.	.	-1	15	.
CC(CNC(=O)CN1C(=O)CCSc2ccccc21)c1ccccc1 (stereo not drawn)	0.0	-2	-0.3	10	-12	10	0	-4	16	-23	-2
Cc1cc(C)n(CC(C)NCc2cn[nH]c2-c2ccc(C)c(C)c2)n1 (stereo not drawn)	0.3	-8	-0.6	11	2	0	-3	0	10	6	8
CS(=O)(=O)N(CC(=O)NCc1ccco1)Cc1ccc(Cl)cc1	0.3	11	1.0	7	1	3	3	-1	7	-22	-16
O=C1C=C(N2CCOCC2)c2ccccc2C1=O	1.5	10	-0.5	101*	97*	85*	85*	33*	37	17	-76*
CCNc1nc(N)nc(Oc2ccc(C(=O)OC)cc2)n1	0.1	-10	-1.5	-173	-31	-81	23	2	-154	-83	-8
CC[C@]1(C(=O)OC)[C@H]2C(=O)N(C)C(=O)[C@H]2[C@H]2CN=C(SCc3ccc(Cl)cc3)N21	0.2	15	-1.0	11	-10	2	9	.	0	-51	-6
O=C(CCn1[nH]c(=O)c2ccccc2c1=O)OC1CCCCC1	0.3	-3	-0.7	1	4	3	-19	-4	-1	3	3
c1cnc(N2CCN(c3nc4ccccc4n4cnnc34)CC2)nc1	-0.2	-6	1.0	-18	-9	-25	-2	-3	-98	-1	7
COc1cccc(NC(=O)N(Cc2ccco2)C(C)c2cccs2)c1 (stereo not drawn)	0.5	-20	0.6	10	22	-6	9	2	7	14	0
CC(C)CC(CO)N1CCN(C(=O)c2cccc(Cl)c2)CCC1=O (stereo not drawn)	0.2	17	1.9	-4	-12	-9	-6	3	5	29	10
Cc1nn(-c2ccc(C(=O)O)cc2)c(C)c1Cl	-0.5	31	-0.1	-3	-1	-1	-20	2	9	1	14
O=C(CCC1CCCC1)Nc1nnc(-c2ccc3c(c2)OCO3)s1	0.0	-32	1.8	-2	6	19	-8	-2	-4	-11	15
Cc1[nH]c(C)c(S(=O)(=O)NCc2ccc(F)cc2)c1C(=O)N1CCCCC1	0.1	5	-0.2	6	-14	-5	-5	0	5	-3	2

The listing continues:
molecule	aDG glyco act	TWEAK Fn14 block	hiPSC survival	Peg3 promoter	Shn3 3UTR inh	MITF TRPM1 inh	CF NFkB inh	NR2E3 ag-1	HIF-2a block	NR2E3 ag-2	KKLEB cytotox
N#Cc1c(N)nc2c(c1N)CC(CO)O2 (stereo not drawn)	0.2	11	7.3	6	0	3	-2	-2	9	20	-2
OCC[C@@H]1C[C@@H](O)[C@H](O)[C@]2(OCCc3ccccc32)O1	0.0	-3	-2.0	-3	8	2	3	2	5	-11	-6
Cc1nc(-c2ccc(NC(=O)CC(C)C)cc2)cs1	0.7	-11	-3.6	-336	-148	-91	-1	-2	-221	-82	-1
COC(=O)c1ccc(CO/N=C/c2ccccc2OC)cc1	-0.1	-16	-0.4	-40	-8	-6	3	0	8	-4	-3
CCc1nnc(NC(=O)CCC(=O)N2CCN(Cc3ccccc3)CC2)s1	0.0	-3	-1.6	13	6	-9	1	6	14	-14	2
O=C(CN(CC1CCCO1)C(=O)CNS(=O)(=O)c1ccc(Cl)cc1)NC1CCCC1 (stereo not drawn)	-0.2	9	-0.4	5	-14	-5	2	-1	-4	-7	0
C=CCOC(=O)/C(=C\c1ccccc1)NC(=O)c1ccco1	-0.1	13	0.8	28	9	-22	-3	0	26	-13	5
Cc1ccc(CNC(=O)Cc2cn(C)c3ccccc23)cc1	0.4	8	0.4	-31	-11	3	6	1	-41	-17	-3
O=C(NCc1ccccc1)C1CCC(=O)N(CCN2CCOCC2)C1 (stereo not drawn)	0.2	12	-0.4	-15	-7	-7	-33	-3	-3	11	28
O=C(Nc1ccc(C(F)(F)F)cc1)c1cccc(-n2cnnn2)c1	1.3	-8	0.2	6	11	9	8	2	5	-22	7
CCN(CC)C(=O)Cn1cc(S(=O)(=O)CC(=O)NCc2ccc3c(c2)OCO3)c2ccccc21	0.0	-11	0.5	7	11	-4	3	-1	21	4	-2
CCOC(=O)c1sc(NC(=O)C2CCCCC2)nc1C	0.3	-4	-0.7	-140	-51	-34	7	2	-66	-18	6
COc1cc(OC)cc(C(=O)Nn2cc(C(=O)Nc3ccccc3F)c3ccccc3c2=O)c1	-0.2	4	0.1	18	20	22	-12	-5	11	13	-4
CC(C)(O)C#CC#CCN1CCOCC1	-0.4	-8	5.8	7	-1	-7	-12	3	9	-31	4
CCCCCCCOc1ccc(OC(=O)c2ccncc2)cc1	-0.1	-46	2.9	-37	-33	-29	-6	4	-87	9	4
O=C(c1ccc2c(c1)OCO2)N1CCc2ccccc2C1	-0.2	-6	-1.9	-140	-49	-46	-7	0	-162	-32	5
O=C(O)c1cc([N+](=O)[O-])ccc1C(=O)Nc1cccc([N+](=O)[O-])c1	-0.1	7	-0.7	15	-8	4	6	1	8	-4	1
O=C(Cn1nc(Cc2cccnc2)c2ccccc2c1=O)NCCCN1CCCC1=O	0.1	3	-2.7	4	-4	4	-31	2	16	-28	6
COCCCn1c(SCC(=O)N2CCCC(C)C2)nnc1-c1ccco1 (stereo not drawn)	0.3	-26	-2.2	17	8	-5	0	2	25	-19	6
COC(=O)c1ccc(C23CC4(C2)[C@H](CN(CC2CCCCC2)[C@@H]4c2ccccc2)C3c2ccc(Cl)nc2)cc1 (stereo partly drawn)	0.0	-28	-0.3	12	10	-4	31	-3	24	-10	-13

(more compounds)
molecule	aDG glyco act	TWEAK Fn14 block	hiPSC survival	Peg3 promoter	Shn3 3UTR inh	MITF TRPM1 inh	CF NFkB inh	NR2E3 ag-1	HIF-2a block	NR2E3 ag-2	KKLEB cytotox
Cc1ccc2oc(=O)c3cc(C(=O)NCCCN4C(C)CCCC4C)sc3c2c1 (stereo not drawn)	-0.4	-15	-0.6	0	-15	-28	7	-1	3	-14	-4
CN(Cc1ccccc1)C(=O)CN(c1ccccc1Cl)S(C)(=O)=O	0.0	-6	0.4	15	9	-4	-5	-1	15	17	4
CC(OC(=O)C1CCCC1)C(=O)Nc1ccc(S(N)(=O)=O)cc1 (stereo not drawn)	0.4	-2	-0.6	16	-71	1	-29	-3	14	-24	2
COc1cc(NC(=S)NN2CCN(C)CC2)cc(OC)c1	-0.3	2	-3.0	1	-7	3	5	3	9	-6	3
COc1ccc(NS(=O)(=O)c2ccc3ccccc3c2)c2ncccc12	0.1	9	-0.7	51*	81	33	51*	1	24	33	5
O=C(NCCO)c1c(O)c2cccc3c2n(c1=O)CC3	-0.2	-13	0.8	-52	-5	8	-18	1	-15	-26	0
Nc1ccc2c(c1)[nH]c(=O)c1ccccc12	-0.2	-7	2.1	-8	-15	-1	-30	.	-41	6	6
COCCn1cc(C(=O)N2CCCC(C)C2)c2c3ccccc3n(C)c2c1=O (stereo not drawn)	-0.2	-18	4.6	15	10	-1	2	2	5	-17	-12
COc1cc(C(=S)N(C)C)ccc1O	-0.2	12	-2.9	5	-3	15	-2	-2	8	-4	5
O=C(CSc1nc2[nH]ncc2c(=O)n1-c1ccc(Cl)c(Cl)c1)NCc1ccccc1Cl	0.2	5	-0.6	20	8	3	4	2	18	-4	-20
Cc1cc(C)c2cc(C(c3nnnn3C3CCCC3)N3CCOCC3)c(=O)[nH]c2c1 (stereo not drawn)	0.0	-18	0.9	17	9	6	-1	0	26	-10	-12
O=c1c2ccccc2ncn1Cc1nc2ccccc2s1	-0.2	-33	-1.4	-50	-4	-4	13	3	-58	-15	-6
CCCCN(CC(=O)NC1CC1)S(=O)(=O)c1ccc(OCC)cc1	-0.2	2	0.3	-2	-13	-3	0	-1	1	12	-7
CC(=O)Nc1cccc(NC(=O)CSc2nnnn2Cc2ccccc2)c1	0.3	-9	5.4	8	11	4	-2	-2	7	-4	5
Cc1c(C=O)c2ccccn2c1C(=O)c1ccc(Cl)c([N+](=O)[O-])c1	0.6	35	0.3	46	-16	10	33	-3	17	-14	-19
CC(=O)OCC(=O)C1(O)CCC2C3CCC4=CC(=O)CCC4(C)C3(F)C(O)CC21C (stereo not drawn)	-0.6	3	3.5	5	14	-19	75*	.	23	24	36
CCS(=O)(=O)n1nc(-c2ccc(C)cc2)nc1N	-0.1	1	4.2	-15	-15	5	-13	0	-25	12	-2
COC(=O)c1[nH]c2ccccc2c1NC(=O)C(C)N1CCOCC1 (stereo not drawn)	-0.2	33	-0.4	0	.	9	-4	2	10	8	4
Cn1cc(CN(CCO)Cc2cccs2)c(-c2ccccc2F)n1	-0.3	6	0.1	13	7	-3	7	-6	15	1	3
